Screening data deposited in PubChem by several laboratories.
ASAP1 inh: inhibitors of human ASAP1 ArfGAP activity; ASAP1-stimulated ARF1 GTP hydrolysis, GDP FP detection; inhibition, % at 16.5 µM; 360,000 tested, 0.19% active; AID 624377; in the data active = inhibition above about 25%;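 note: 0% = vehicle with enzyme and substrate and 100% = no enzyme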
Rev-erbA mod: Rev-erb alpha (human) modulation. Rev-erbα–FITC-DNA binding, fluorescence polarization, 90 min. activity, % at 10 µM. 370,000 tested, 0.79% active. P20393;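 active = activity above about 14%, limit read from the data; passing the limit was not always enough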;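 note: 0% = DMSO wells with 35 nM protein and 100% = DMSO wells with 750 nM protein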
PLC-beta3 inh: inhibitors of human phospholipase C beta3 | Q01970 | Purified PLC-beta3, fluorogenic substrate, fluorescence | inhibition, % at 12.2 µM | 370,000 tested, 0.18% active; in the data active = inhibition above about 11%;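 note: 0% = median of compound wells on plate and 100% = full blocker control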
HGIII-sPLA2 inh: Blocks human group III sPLA2 activity; Q9NZ20; QFRET BODIPY PC-A2 liposome hydrolysis, fluorescence; inhibition, % at 12.2 µM; 370,000 tested, 0.56% active;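 active = inhibition above mean plus 3 SD of compounds lying within the high and low control bounds, cut at about 19% in these data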;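 note: 0% = median of test compound wells and 100% = no enzyme DMSO wells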
PLC-gamma1 inh: blocks human PLC-gamma1 enzyme activity | P19174 | purified PLC-gamma1, fluorogenic substrate, fluorescence | inhibition, % at 12.2 µM | 370,000 tested, 0.84% active | AID 720700; in the data active = inhibition above about 9.5%
Tn6 DDE FP: DD(E)-Tn6 binding inhibition, primary FP screen; P02675; Fibrin DD(E) TRITC-Tn6 fluorescence polarization displacement; 370,000 tested, 0.21% active; AID 720509; inhibition, % at 8.3 µM;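 active = inhibition above a per-campaign cutoff: mean of compounds within control limits plus 3 SD, cut at about 15% in these data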;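 note: 0% = median of all compound wells on the plate and 100% = blocking peptide control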
proKLK7 act: activators of human kallikrein-7 zymogen; activation, % at 7 µM; 370,000 tested, 0.9% active; purified proKLK7, EDANS-DABCYL substrate fluorescence; 100% is mature enzyme control, 0% vehicle;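 active = activation above the mean of all tested compounds plus 3 SD, computed per campaign excluding outliers beyond control limits, cut at about 13% in these data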
ARFGAP1 inh: inhibits rat ARF GTPase activating protein 1 | Arfgap1-stimulated ARF1 GTP hydrolysis, GDP FP detection | AID 651572 | inhibition, % at 16.5 µM | Q62848 | 360,000 tested, 0.26% active;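 active = inhibition above a per-plate limit, mean inhibition of low control wells plus 3 SD, cut at about 25% in these data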;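 note: 0% = DMSO wells with enzyme and 100% = wells lacking Arfgap1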
Target sequence (Q62848 1-136 limits assumed): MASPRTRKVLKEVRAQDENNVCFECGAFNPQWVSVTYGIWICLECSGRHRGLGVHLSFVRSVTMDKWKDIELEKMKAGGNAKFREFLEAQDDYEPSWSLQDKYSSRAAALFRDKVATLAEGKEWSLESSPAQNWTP
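Repeats: one replicate per compound; assay system: rat Arfgap1 catalytic domain, aa 1-136; times: enzyme reaction 120 min at 25 °C after 20 min preincubation; detection: FP of antibody-bound GDP Alexa 633 tracer, ex 620/em 688 nm; benchmarks: high control wells lacking Arfgap1, low control full reaction with DMSO; reagent: human ARF1(Δ1-17)-GTP substrate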
UHRF1 binding: UHRF1 methyl-DNA binding inhibition | Q96T88 | UHRF1 binding to methylated oligo, TR-FRET | inhibition, % at 4.4 µM | 370,000 tested, 0.75% active; in the data active = inhibition above about 21%;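 note: UHRF1 SRA domain binding a hemimethylated CpG hairpin DNA probe; 0% = median of test compound wells and 100% = reference inhibitor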
Target sequence (Q96T88 whole entry, looked up, the tested form may be a part): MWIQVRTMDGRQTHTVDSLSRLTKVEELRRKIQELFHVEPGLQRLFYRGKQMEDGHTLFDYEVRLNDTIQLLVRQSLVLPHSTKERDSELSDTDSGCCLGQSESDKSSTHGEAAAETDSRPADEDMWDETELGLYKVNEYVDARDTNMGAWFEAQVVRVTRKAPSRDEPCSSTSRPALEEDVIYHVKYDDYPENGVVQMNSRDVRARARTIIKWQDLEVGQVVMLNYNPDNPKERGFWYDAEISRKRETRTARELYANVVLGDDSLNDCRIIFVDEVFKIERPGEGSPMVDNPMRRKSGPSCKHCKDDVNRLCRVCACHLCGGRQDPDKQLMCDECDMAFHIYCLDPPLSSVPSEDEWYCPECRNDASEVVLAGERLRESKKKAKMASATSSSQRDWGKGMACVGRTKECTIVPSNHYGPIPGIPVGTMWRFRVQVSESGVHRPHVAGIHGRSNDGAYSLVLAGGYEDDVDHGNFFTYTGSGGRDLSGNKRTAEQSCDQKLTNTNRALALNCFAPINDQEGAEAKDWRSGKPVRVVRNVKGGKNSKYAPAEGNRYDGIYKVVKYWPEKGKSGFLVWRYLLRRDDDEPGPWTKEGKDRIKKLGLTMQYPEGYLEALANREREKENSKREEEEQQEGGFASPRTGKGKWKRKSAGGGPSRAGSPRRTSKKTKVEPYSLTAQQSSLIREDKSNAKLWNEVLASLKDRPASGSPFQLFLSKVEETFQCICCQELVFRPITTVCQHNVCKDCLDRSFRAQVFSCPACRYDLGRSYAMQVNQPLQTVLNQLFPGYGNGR
DDE Tn7 FP inh: DD(E)-Tn7 binding inhibition, primary FP screen; 370,000 tested, 0.13% active; P02675; inhibition, % at 8.3 µM; AID 720508; FP displacement of FITC-Tn7 peptide from fibrin DD(E); 0% = median of compound wells per plate;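 active = inhibition above the mean of compounds falling within the control limits plus 3 SD of them, cut at about 14% in these data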;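 note: 0% = plate median of compound wells and 100% = 10 µM Aha-Tn7 peptide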
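Measure: % inhibition scaled between sample-field median and high-control FP; Test system: human fibrin DD(E); Quantity: 2 µM final DD(E) protein; Doses: one dose, 8.3 µM nominal; Schedule: compound with protein 10 min, then 3 h after probe, room temperature; Detection: fluorescence polarization; Medium: Tris buffer with calcium and detergent, pH 7.8.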
The depositor's hits bear a star; . = no result given.

SMILES	ASAP1 inh	Rev-erbA mod	PLC-beta3 inh	HGIII-sPLA2 inh	PLC-gamma1 inh	Tn6 DDE FP	proKLK7 act	ARFGAP1 inh	UHRF1 binding	DDE Tn7 FP inh
Cc1ccn(C)c(=N)c1	-5	3	-4	6	0	1	-0.7	-12	-2	-4
CCc1noc(C)c1C(=O)Nc1ccc(F)c(F)c1	2	7	-5	5	2	2	-0.4	-2	-1	1
O=C(c1ccc(Cl)cc1Cl)C1(n2cncn2)Oc2ccccc2C1O (stereo not drawn)	0	2	-1	-13	-3	-4	-0.1	-5	-1	-5
COc1ccc(N2CCN(C(=O)c3ccc4c(=O)n(CCc5ccc(OC)c(OC)c5)c(=O)[nH]c4c3)CC2)cc1	7	-1	1	-1	1	-13	0.1	2	1	0
COc1ccc(Nc2cc(=O)n(-c3ccccc3)c3c2c(=O)n(C)c(=O)n3C)cc1	7	-3	-1	-3	4	1	0.0	13	0	-11
CN(CC(=O)Nc1ccc(F)cc1)C(=O)C1CCCC1	-4	7	-6	1	6	-3	0.1	-14	-1	1
Cc1oc2cc3oc(=O)cc(C)c3cc2c1C	6	1	-88	-1	-62	6	1.4	-2	-3	2
Cc1ccc(NC(=O)N(C)c2ccccc2)cc1	8	-5	-3	6	2	-7	0.1	11	0	2
Cn1c(/N=C(\N)c2ccccc2)nc2ccccc21	1	-6	3	-3	1	-6	-0.2	20	0	-4
Cc1cc(S(=O)(=O)Nc2ccc(N(C)C)cc2)c(C)s1	1	0	-4	12	3	-2	-0.3	9	0	3
COc1cccc(C(=O)N2CCN(Cc3cc(Br)ccc3OC)CC2)c1	4	6	4	-4	7	-6	-0.3	4	8	4
CC1CC(C)(C)CC2(C1)NC(=O)N(CC(=O)NCc1ccccc1F)C2=O (stereo not drawn)	3	-7	-5	2	0	1	0.6	8	0	-7
C/C(=N/NC(=O)c1nnn(-c2nonc2N)c1COc1ccccc1)c1ccccc1Cl	2	4	-9	-16	1	-6	-0.3	13	-3	6
O=C(c1cccs1)N(Cc1ccccn1)Cc1ccco1	-9	-4	3	1	-4	7	0.0	-13	1	0
CC(C)CN(C(=O)Cn1c(Cl)nc2c1c(=O)n(C)c(=O)n2C)C1CCS(=O)(=O)C1 (stereo not drawn)	-3	0	-6	6	3	2	0.3	5	2	2
Cc1ccc(NC2CCCN(C(=O)CCc3scnc3C)C2)cc1C (stereo not drawn)	-1	-4	-5	4	4	-6	-0.8	0	11	-6
COc1ccc(-n2c(O)cnc2Nc2nc(C)cc(C)n2)cc1OC	9	-8	2	7	0	1	0.1	1	0	8
Cc1cccc(C)c1NC(=O)C1C(c2ccc3c(c2)OCO3)=Nc2ccccc2N1C(=O)c1ccccc1 (stereo not drawn)	2	-1	-178	-3	-170	0	-26	-6	1	-8
CCN(CC)CCNC(=O)c1c(O)c2c([nH]c1=O)CCCC2	-15	6	2	4	0	-6	0.7	17	1	0
CSc1ccccc1-c1n[nH]c(=S)o1	-10	-3	-46	10	-38	6	0.7	-14	6	2
O=C(C(=O)N1CCN(c2ccccc2F)CC1)c1ccccc1	4	-7	2	11	4	-3	1.1	-4	1	0
Cc1c(Cl)cccc1NC(=O)CCN1CCN(CCO)CC1	6	3	-3	0	2	-3	-0.9	5	-2	-10
COc1cc(C2C(C#N)=C(N)Oc3c2ccc2ccccc32)ccc1OCC(=O)Nc1ccc(C)cc1 (stereo not drawn)	0	0	-34	-36	-23	-11	-16	9	1	-13
O=C(Cn1c(=O)oc2cc(S(=O)(=O)N3CCCC3)ccc21)Nc1ccccn1	12	-3	6	4	2	5	6.2	9	1	-1
O=C(N/C(=C\c1cccc([N+](=O)[O-])c1)C(=O)N1CCOCC1)c1cccc(Br)c1	-4	1	-8	0	-4	2	0.2	7	0	2
C/C(=N/NS(=O)(=O)c1ccc(C)c(C)c1)c1ccncc1	3	-2	-5	-2	2	-6	-0.6	3	-2	7
COc1cc(/C=N/Nc2snc(SC)c2C#N)cc(OC)c1OC	-7	-1	-28	15	-30	-8	-0.5	-2	1	8
O=C(COC(=O)c1ccccc1)Nc1cc(S(=O)(=O)N2CCCCCC2)ccc1Cl	11	-1	-2	3	2	-4	0.1	9	2	-1
C[C@@H]1CN([C@@H](C)CO)C(=O)c2cc(Br)cnc2O[C@@H]1CN(C)S(C)(=O)=O	-5	-4	3	1	-1	4	0.3	-12	19	2
CC(C)C(C(=O)Nc1ncn[nH]1)N1C(=O)c2ccccc2C1=O (stereo not drawn)	2	4	0	5	1	-11	0.7	12	-3	-5
O=C(NC(=S)N1CCN(c2ccccn2)CC1)c1ccccc1	-1	7	0	6	1	4	-0.5	-8	0	-4
CCOc1ccc(NC(=O)CN(C)C(=O)c2ccccc2Cc2ccccc2)cc1OCC	-4	-1	-5	-11	2	2	-0.2	0	21*	1
Cc1c(NC(=O)C2(c3ccccc3)CCCC2)c(=O)n(-c2ccccc2)n1C	5	3	0	7	-1	-4	-0.6	7	0	1
COc1cc(-c2nc3n(n2)C(c2ccc(F)cc2)C2=C(CCCC2=O)N3)cc(OC)c1OC (stereo not drawn)	11	-3	-8	-11	-5	-3	1.9	3	-3	-4
CCOC(=O)C(C)Oc1cccc2c(=O)n(CC(=O)Nc3cccc(OC)c3)ccc12 (stereo not drawn)	17	-3	-4	-6	-2	-2	-1.0	1	0	3
Clc1ccc(-c2nc3ccccc3n2OCc2ccccc2)cc1	-7	0	-3	7	1	4	0.5	0	-4	-5
COc1ccc(C2NC(=O)NC(c3ccccc3)=C2c2nc3ccccc3s2)cc1 (stereo not drawn)	-6	2	-33	-8	-20	3	8.6	3	-3	-6
Cn1cc(Cl)c(C(=O)OCC(=O)Nc2ccc(S(N)(=O)=O)cc2)n1	6	-3	-3	2	3	-4	-0.1	10	3	-4
Cc1ccc2nc(C)c(C(=O)N/N=C/c3cccs3)n2c1	-1	2	-3	3	-1	8	1.0	-2	-4	-2
O=C(c1noc2c1CCc1ccccc1-2)N1CCCc2ccccc21	-4	6	-2	1	2	2	0.3	-16	-3	9
COC(=O)C[C@@H]1OC[C@H](CO)N1S(=O)(=O)c1ccc(C)cc1	14	-5	0	4	2	-4	0.1	4	1	-4
O=C(Nc1cccc(O)c1)c1ccc(Br)c(S(=O)(=O)N2CCCCC2)c1	5	-1	0	-41	3	-5	-0.2	6	-1	5
CC1CCCN(C(=O)c2sc3cc([N+](=O)[O-])ccc3c2Cl)C1 (stereo not drawn)	6	3	3	4	1	-2	0.3	1	-1	-3
CC(=O)c1ccccc1C(=O)NCc1cccnc1	18	-6	-1	-4	4	-4	0.4	2	0	0
CCOc1ccc(C(=O)COC(C)=O)cc1	7	4	-28	-3	-1	8	0.0	10	-1	3
CCOC(=O)C(CC)(CC)/C(C)=N/NC(=O)CC#N	10	-2	-2	-13	-2	3	-0.8	9	1	5
COc1ccc(S(=O)NC2CCCCC2)c(OC)c1C (stereo not drawn)	3	-1	-2	-1	1	4	-0.1	8	1	-1
CC(=O)NC(NC(=S)N1CCCCCC1)C(Cl)(Cl)Cl (stereo not drawn)	-9	3	4	4	1	8	-0.1	-9	3	-7
CCOC(=O)C1=CN(Cc2cccc(F)c2)S(=O)(=O)NC1c1ccc2ccccc2c1 (stereo not drawn)	-1	-3	2	-39	2	-1	0.2	16	-3	-2
CC1Cc2ccccc2N1CC(=O)Nc1ccc2c(c1)OCO2 (stereo not drawn)	11	-5	-10	-2	-4	-3	0.6	7	-10	-12
CC(NC(=O)c1cnc2n(c1=O)CCS2)c1ccccc1 (stereo not drawn)	-1	2	1	-6	3	1	0.7	2	0	-3
O=C(NNC1CC(=O)N(c2ccc(Cl)cc2)C1=O)c1ccccn1 (stereo not drawn)	-2	0	-9	-5	-10	-1	0.4	2	2	-5
CCCn1c(SCC(=O)Nc2c(C)cccc2C)nnc1C(C)C	2	2	2	3	0	-4	0.1	4	19	0
CCOc1ccccc1C(=O)N(CN1CCCC1=O)c1ccc(C)c(Cl)c1	11	1	3	3	3	1	0.5	11	-1	-2
COc1ccc(C(=O)N/C(=C/c2cccs2)C(=O)NC(C)(C)C)cc1OC	0	0	-4	4	0	2	0.3	12	3	1
CCOC(=O)[C@@H](C)NS(=O)(=O)N(Cc1ccccc1)[C@H](C(=O)OC)C(C)C	2	-1	0	-5	1	8	0.9	1	0	2
O=C(CCNC(=O)c1ccc([N+](=O)[O-])cc1)NNC(=O)c1ccncc1	8	-2	-3	0	0	7	-0.8	-1	1	2
OCCNc1nc(-c2ccccc2)c2cc(Cl)ccc2n1	2	-3	-483	-9	-368	4	2.2	-3	1	6
O=C(NNS(=O)(=O)c1ccccc1[N+](=O)[O-])c1ccc(O)cc1	0	2	2	-6	0	0	0.9	12	-2	10
O=C(Nc1ccc2c(c1)Cc1ccccc1-2)NC1CCCCN(Cc2ccc(Cl)cc2)C1=O (stereo not drawn)	.	1	-3	13	4	-3	0.5	.	0	9

Next part
SMILES	ASAP1 inh	Rev-erbA mod	PLC-beta3 inh	HGIII-sPLA2 inh	PLC-gamma1 inh	Tn6 DDE FP	proKLK7 act	ARFGAP1 inh	UHRF1 binding	DDE Tn7 FP inh
CC1C(=O)C(C)C(c2ccccc2)N(N=O)C1c1ccccc1 (stereo not drawn)	-1	5	-13	6	-10	3	0.8	3	2	-10
CC(C)[C@H](NC(=O)NCc1ccc(F)cc1)C(=O)O	-7	-5	-7	7	-1	-5	-0.3	4	3	-5
CCOC(=O)c1c(NC(=O)CN2C(=O)N(C)C3(CCCCC3)C2=O)sc(C(=O)N(C)C)c1C	-1	-1	-2	-4	4	2	1.2	-1	1	0
Cc1n[nH]c(C)c1S(=O)(=O)N1CCC(C(=O)O)CC1	-6	-5	-2	5	3	-4	0.2	4	21*	1
O=C(NCC(=O)N1CCN(c2ccccc2)CC1)c1cccs1	7	-4	-2	4	-2	1	0.0	14	1	-9
Cc1ccc(S(=O)(=O)N2CCN(C(=O)c3ccc(Br)o3)CC2)c(C)c1	0	0	2	-9	-2	8	0.3	12	-1	8

Rewritten as a markdown table: five of the compounds above
| Molecule | ASAP1 inh | Rev-erbA mod | PLC-beta3 inh | HGIII-sPLA2 inh | PLC-gamma1 inh | Tn6 DDE FP | proKLK7 act | ARFGAP1 inh | UHRF1 binding | DDE Tn7 FP inh |
| --- | --- | --- | --- | --- | --- | --- | --- | --- | --- | --- |
| CC(C)[C@H](NC(=O)NCc1ccc(F)cc1)C(=O)O | -7 | -5 | -7 | 7 | -1 | -5 | -0.3 | 4 | 3 | -5 |
| CCOC(=O)c1c(NC(=O)CN2C(=O)N(C)C3(CCCCC3)C2=O)sc(C(=O)N(C)C)c1C | -1 | -1 | -2 | -4 | 4 | 2 | 1.2 | -1 | 1 | 0 |
| Cc1n[nH]c(C)c1S(=O)(=O)N1CCC(C(=O)O)CC1 | -6 | -5 | -2 | 5 | 3 | -4 | 0.2 | 4 | 21* | 1 |
| O=C(NCC(=O)N1CCN(c2ccccc2)CC1)c1cccs1 | 7 | -4 | -2 | 4 | -2 | 1 | 0.0 | 14 | 1 | -9 |
| Cc1ccc(S(=O)(=O)N2CCN(C(=O)c3ccc(Br)o3)CC2)c(C)c1 | 0 | 0 | 2 | -9 | -2 | 8 | 0.3 | 12 | -1 | 8 |
